From PubChem
NPC1 prom act: activates the NPC1 promoter. Potency, µM (highest dose often 9.22 µM), for the others: at the highest dose activation, hits mostly activators. 320,000 compounds, 2.4% hits. Huh7 NPC1 promoter luciferase reporter, 24 h;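 further: potency means the concentration at half of the fitted maximal effect; % of control where 0% means no effect; nearly all actives have a fitted effect of over 60% in size; reporter is driven by a mutant NPC1 promoter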
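Luminescence from an NPC1 promoter-driven luciferase reporter in stably transfected Huh7 cells was measured after 24 h compound treatment at 37 °C, followed by 10 min ambient incubation with luciferase detection reagent.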
Rab9 prom act: activates the Rab9 promoter; Potency, µM (top dose mostly 9.22 µM), for inactives: at the highest dose activation, negative = inhibition, actives largely listed as activators; Huh7 Rab9 promoter-luciferase reporter, luminescence, 24 h; AID 485297; 320,000 compounds, 2.8% hits; further: potency means the concentration at half of the fitted maximal effect; % of control where 0% means no effect; nearly all actives have a fitted effect of over 60% in size
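Using Huh7 cells stably transfected with Rab9 promoter–luciferase, compounds were incubated 24 h at 37 °C, 5% CO2; luciferase luminescence was read 10 min after reagent addition.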
p53 reactivation: mutant p53 re-activation in reporter cells | 320,000 compounds, 0.063% hits | Potency, µM (highest dose often 92.2 µM), for inactives: at the highest dose activity change, positive = activation, hits mostly activators | AID 504706 | H1299 p53-A138V BP100-luciferase reporter, luminescence, 24 h; further: potency means the concentration at half of the fitted maximal effect; % of control where 0% means no effect; nearly all actives have a fitted effect of over 45% in size
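p53-null H1299 cells stably carrying temperature-sensitive p53-A138V and a BP100-luciferase reporter were pinned with compounds (4-point, 1:5 series) and held 24 hrs at 37 deg C. Luminescence was read 10 min after detection reagent.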
ELG1 genotoxic: induces genotoxicity in HEK293T cells with luciferase-tagged ELG1 | 330,000 compounds, 1.3% hits | AID 504466 | HEK293T ELG1-luciferase reporter, luminescence, 16 h | Potency, µM (series often up to 46 µM), for inactives: top-dose activity change, positive = activation, actives largely listed as activators; further: potency means the concentration at half of the fitted maximal effect; % of control where 0% means no effect; nearly all actives have a fitted effect of over 60% in size
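Reporter readout depends on ELG1 protein level, which increases with genetic stress. After 16 hr compound exposure at 37 °C, luciferase activity was quantified using ONE-Glo.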
Gal4-VP16 FLuc: counter-screen for ROR gamma inhibitors: Gal4-VP16 reporter. 310,000 compounds, 3.5% hits. Potency, µM (top dose mostly 53.6 µM), without a hit: top-dose activity, negative = inhibition, most hits filed as inhibitors. AID 2546. Drosophila S2 Gal4-VP16 UAS-luciferase, luminescence, 20 h;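 further: Gal4-VP16 expression switched on by copper sulfate through the metallothionein promoter; potency means the concentration at half of the fitted maximal effect; on the % scale 0 is the no-effect control and ±100 the full control effect; nearly all actives have a fitted effect of over 50% in size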
RORgamma inh: blocks mouse ROR gamma transcriptional activity. Drosophila S2 Gal4-RORgamma UAS-luciferase reporter, 20 h. 310,000 compounds, 5.4% hits. Potency, µM (top dose mostly 53.6 µM), for inactives: top-dose activity change, negative = inhibition, usual class: inhibitors. AID 2551; further: potency means the concentration at half of the fitted maximal effect; on the % scale 0 is the no-effect control and ±100 the full control effect; nearly all actives have a fitted effect of over 60% in size
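Schneider cells (Drosophila), stable Gal4 DBD–ROR gamma + UAS-luc; 1 hr cmpd preincubation; Cu2+ induction 700 uM final; 20 hr ambient; luminescence.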
Menin-MLL TR inh: inhibitors of human menin-MLL interaction, mutant MLL peptide | 270,000 compounds, 0.23% hits | Menin + Texas Red MLL mutant peptide, fluorescence polarization | Potency, µM (doses to about 61.6 µM), for inactives: at the top dose FP activity change, negative = inhibition, most hits filed as inhibitors | O00255; active means well fitted inhibition curve with a large enough effect in the polarisation, with a control signal flat, not every such curve was filed as active; inconclusive means small, poorly fitted or top-dose-only effect, or effect the other way, or a change in a side signal; inactive means no such curve, though single readings can be large or run the other way; the % refers to the polarisation; further: potency means the concentration at half of the fitted maximal effect; % of control where 0% means no effect; many of its hits are not listed in these tables
BRCA1 expr act: activators of BRCA1 expression. MCF7-BRCA1-FFLuc reporter, luminescence, 48 h; response scale: scaled: vehicle 0%, 10 µM genistein 100%. Potency, µM (highest dose often 46.1 µM), without a hit: at the highest dose activation, actives largely listed as activators. 380,000 compounds, 1.1% hits. AID 624202; further: potency means the concentration at half of the fitted maximal effect; nearly all actives have a fitted effect of over 80% in size; some results filed as inactive show a strong effect at the top dose
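Compounds are tested at multiple concentrations on MCF7 BRCA1-luciferase reporter cells seeded at 2000 per well; after 48 h, a single luminescence end-point is taken and curves fitted to the normalized data.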
Giardia kill: Giardia lamblia killing; Giardia lamblia trophozoite viability; activity change, % at 7.66 µM, hits read low; 340,000 compounds, 0.15% hits; AID 540267; in the data active means activity change below about -80%; inconclusive means between about -30% and that limit;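 further: parasites exposed to compound for two days anaerobically before the ATP read; on the % scale 0 is the no-effect control and ±100 the full control effect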
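Luminescent ATP signal served as the viability read-out, measured 15-30 min after adding ATP detection reagent to trophozoites that had been incubated with compounds for 48 hrs at 37 deg C anaerobically at 100 cells/well.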
PKM2 activator: PKM2 (human) enzyme activation. Potency, µM (highest dose often 57.5 µM), inactives show top-dose activation, most hits filed as activators. purified PKM2, Kinase-Glo ATP luminescence, activation; response scale: 0% is enzyme alone, no compound. 260,000 compounds, 0.34% hits; further: potency means the concentration at half of the fitted maximal effect; on the % scale 0 is the no-effect control and ±100 the full control effect; nearly all actives have a fitted effect of over 55% in size
Target sequence (P14618 whole entry, looked up): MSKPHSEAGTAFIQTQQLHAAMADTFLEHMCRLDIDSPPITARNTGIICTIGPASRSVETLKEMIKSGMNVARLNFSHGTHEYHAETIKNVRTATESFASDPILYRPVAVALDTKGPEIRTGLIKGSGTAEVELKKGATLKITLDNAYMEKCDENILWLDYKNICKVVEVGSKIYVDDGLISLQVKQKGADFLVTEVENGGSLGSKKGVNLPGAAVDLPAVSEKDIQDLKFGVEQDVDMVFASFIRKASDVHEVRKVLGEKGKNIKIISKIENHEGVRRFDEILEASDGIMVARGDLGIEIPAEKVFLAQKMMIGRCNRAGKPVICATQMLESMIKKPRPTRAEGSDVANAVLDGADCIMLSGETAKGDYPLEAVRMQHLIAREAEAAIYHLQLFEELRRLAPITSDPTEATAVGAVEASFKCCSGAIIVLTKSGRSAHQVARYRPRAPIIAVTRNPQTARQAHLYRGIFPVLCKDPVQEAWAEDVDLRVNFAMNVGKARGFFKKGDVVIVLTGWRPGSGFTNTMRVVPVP
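Purified hPK-M2 (>95%) run at intermediate activity with 0.1 mM ADP and 0.5 mM PEP in 50 mM imidazole pH 7.2, KCl, MgCl2; 1 h room temperature. ATP formed read by Kinase-Glo luminescence; normalized to uninhibited and no-enzyme controls.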
FLuc counter: inhibits or activates purified firefly luciferase, miR-21 counter-screen; 360,000 compounds, 6.9% hits; AID 588342; P08659; Potency, µM (titrated, usually from 57.5 µM), inactives show top-dose activity change, negative = inhibition, hits mostly inhibitors; purified FLuc, Km substrates, luminescence inhibition;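 further: potency means the concentration at half of the fitted maximal effect; plate controls were vehicle for no effect and reference inhibitor for full effect; nearly all actives have a fitted effect of over 55% in size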
Target sequence (P08659 whole entry, looked up): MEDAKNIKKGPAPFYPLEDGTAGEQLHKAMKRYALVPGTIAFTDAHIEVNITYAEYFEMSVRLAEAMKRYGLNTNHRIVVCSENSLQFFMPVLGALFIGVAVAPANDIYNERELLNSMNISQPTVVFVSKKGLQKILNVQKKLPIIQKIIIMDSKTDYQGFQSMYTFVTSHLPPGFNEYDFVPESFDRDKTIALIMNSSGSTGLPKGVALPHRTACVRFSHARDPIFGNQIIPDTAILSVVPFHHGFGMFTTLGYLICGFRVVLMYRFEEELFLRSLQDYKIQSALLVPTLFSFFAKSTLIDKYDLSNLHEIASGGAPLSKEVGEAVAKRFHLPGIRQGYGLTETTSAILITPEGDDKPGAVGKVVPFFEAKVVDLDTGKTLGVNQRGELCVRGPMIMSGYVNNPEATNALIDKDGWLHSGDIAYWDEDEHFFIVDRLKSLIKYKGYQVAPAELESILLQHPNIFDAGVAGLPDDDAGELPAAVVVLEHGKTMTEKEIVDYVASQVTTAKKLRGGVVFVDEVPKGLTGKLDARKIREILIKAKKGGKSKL
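Purified P. pyralis luciferase (10nM final) with 10uM D-luciferin and 10uM ATP (Km levels) in 50mM Tris acetate pH 7.5, 10mM Mg acetate, 0.01% Tween-20, 0.05% BSA; qHTS 6-point titration, ~60 µM downward; luminescence read.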
Numbers without * were called inactive; ? = inconclusive; · = no result given; & = joins results of further samples; [ ] = another dose, or the depositor's remark. Unless noted, the call rests on the fitted dose curve; in most records, active means well fitted curve in the direction sought with a large enough effect; inconclusive means small, poorly fitted or top-dose-only effect, or another doubt; inactive means no such curve, though single readings can be large; an effect the other way counts as inactive or inconclusive. A portion of the library (hit frequency here may not be typical).

SMILES	NPC1 prom act	Rab9 prom act	p53 reactivation	ELG1 genotoxic	Gal4-VP16 FLuc	RORgamma inh	Menin-MLL TR inh	BRCA1 expr act	Giardia kill	PKM2 activator	FLuc counter
CCc1ccc(NC(=O)CC2C(=O)N(c3cccc(C)c3)C(=O)N2C2CC2)cc1 (configuration not stated)	-8%	-9%	-2%	-3%	18%	27%	5%	-12%	-5	0%	3%
CCN1C(=O)[C@H]2[C@@H](c3ccc(OC)cc3)N3C(=O)CN(CCOC)C(=O)[C@@]3(Cc3ccccc3)[C@H]2C1=O	1%	0%	·	1%	-4%	-17%	-22%	-22%	-2	-1%	-1%
COc1ccccc1CC(=O)NNC(=O)c1cccs1	-1%	-5%	9%	2%	16%	29%	3%	-62%	-5	5%	1%
CC(=O)c1cc(NC(=O)c2ccc(C)cc2)c(=O)oc1/C=C/N(C)C	-1%	21%	9%	3%	-12%	?	6%	85%	-17	-7%	5.4µM*
Cc1ccc(C(=O)N2CCC3(CC2)Oc2ccc(F)cc2C(=O)C32CC(c3cccnc3)=NO2)s1 (configuration not stated)	-13%	-6%	-5%	-1%	1%	1%	·	-8%	10	-1%	1%
CCCN(CCC)C(=O)Cn1c(=O)n(CCCCCC(=O)Nc2ccccc2)c(=O)c2sccc21	-1%	8%	-8%	13%	9%	33%	-8%	-20%	-13	4%	6%&-1%
CCC(C)NC(=O)c1ccccc1NC(=O)COc1ccc(OC)cc1 (configuration not stated)	-2%	2%	-1%	1%	5%	20%	1%	-38%	-3	-7%	1%
CC(C)OC(=O)CSc1nnc(-c2ccc(O)cc2)n1Cc1ccccc1	1%	-2%	-4%	-1%	-26%	?	?	0%	-6	9%	-1%
COc1ccc(F)cc1S(=O)(=O)NCC(=O)NCc1cc(=O)n(C)c(=O)n1C	-4%	0%	0%	1%	1%	6%	-6%	2%	-25	·	-1%
CCOC(=O)CC1CCCCN1C(=O)c1cc(COc2cccc3cnccc23)on1 (configuration not stated)	-26%	-32%[inhibitor]	-10%	-9%	4µM*	?	-10%	-13%	-17	·	-4%
Cc1ccc(-n2nc(C)c(NC(=O)CCl)c2C)cc1C	-34%[inhibitor]	-47%[inhibitor]	-18%	-8%	-14%	?	2%	-71%[inhibitor]	-16	4%	?
COc1ccc(NC(=O)C2COc3ccccc3O2)cc1S(=O)(=O)N1CCOCC1 (configuration not stated)	-2%	-2%	14%	-1%	·	·	·	34%	1	·	-1%
CC(C)Cc1cc(C(=O)O)n[nH]1	2%	1%	8%	3%	0%	-21%	-1%	0%	-13	-9%	3%
CCC(C)NC(=S)Nc1ccc(C(=O)OC)cc1 (configuration not stated)	-7%	-9%	9%	13%	?	7.1µM*	10%	34%	5	0%	-18%
COc1ccc(S(=O)(=O)NCC2CCCN(Cc3ccc(OC)cc3F)C2)cc1 (configuration not stated)	-5%	11%	23%	0%	0%	-15%	·	16%	9	·	-1%
O=C(Cc1ccc(S(=O)(=O)N2CCOCC2)s1)Nc1ccc2c(c1)CCC2	12%	6%	14%	5%	1%	26%	?	-8%	10	2%	?
CCOc1ccc(C(=S)NC2CCCCC2)cc1OCC	1%	2%	·	-1%	·	·	4%	30%	0	-26%	?
COc1ccc(F)cc1COc1nc(C)nc2ccccc12	-1%	-2%	-7%	0%	0%	?	12%	-12%	-30	?	-4%
COc1ccc(/C=N/NC(=O)c2ccn[nH]2)cc1COc1ccc(F)cc1	0%	17%	3%	-4%	-7%	19%	?	-44%	23	-1%	-20%
Cc1nc2ccc(NC(=O)N(C)c3ccccc3)cc2s1	?	?	?	?	-3%	-4%	9%	13%	10	1%	13µM*
Cc1nc(CNC(=O)c2cc(COc3ccc(F)cc3Cl)on2)cs1	-1%	0%	3%	1%	11%	?	19%	5%	12	9%	27µM*
CN(C)c1ccc(/C=N/NC(=O)c2ccc3nc[nH]c3c2)cc1	3%	18%	3%	9%	-3%	-9%	·	15%	-3	-5%	13µM*
CCn1c(CNc2nc(-c3ccccc3)cs2)nnc1SCC(=O)NCc1ccccc1	2%	0%	-7%	-1%	-20%	2%	-22%	3%	7	-8%	-3%
CN(C)S(=O)(=O)N1CCN(c2ccc([N+](=O)[O-])c(NC3CC3)c2)CC1	4%	10%	1%	-5%	-5%	-4%	5%	-27%	30[activator]	0%	5%
CC1=C(C(=O)OCc2ccccc2)C(c2ccc(Cl)cc2)NC(=O)N1CCCC(=O)O (configuration not stated)	-2%	4%	6%	-4%	8%	16µM*	-12%	8%	-19	3%	2%
Cc1nn(C)cc1C1C(C#N)=C(N)N(c2cccnc2)C2=C1C(=O)CCC2 (configuration not stated)	-4%	-6%	8%	4%	-4%	-12%	-1%	6%	1	16%	-1%
Cc1ccc(NC(=O)CSc2ccc(S(=O)(=O)N3CCCC3)cn2)cc1F	-3%	-3%	?	-2%	·	·	·	-2%	2	·	3%
COc1ccccc1S(=O)(=O)N1CCn2cccc2C1C (configuration not stated)	-2%	-1%	3%	-5%	·	·	·	-2%	-1	·	5%
CN(CC(=O)c1c(N)n(C)c(=O)n(C)c1=O)c1ccccc1	-4%	1%	-2%	1%	-8%	1%	-17%	-6%	-3	4%	2%
O=C(c1c(F)cccc1F)N1CCC(n2nnc3cc(C(F)(F)F)ccc32)CC1	-8%	-13%	-4%	-6%	?	?	-17%	-10%	1	-24%	-1%
Cc1c(C(=O)O)sc2nc(CSc3nnc(-c4ccc(F)cc4)n3C)[nH]c(=O)c12	0%	0%	-8%	5%	?	28%	-21%	-1%	-13	-2%	2%
COc1ccc(C(=O)N/N=C/c2ccc(N3CCOCC3)s2)cc1OC	-3%	-7%	2%	-1%	·	·	·	-18%	-17	·	-13%
COc1ccc(C2c3[nH]c4ccccc4c3C[C@H]3C(=O)N(C4CCN(Cc5ccccc5)CC4)CC(=O)N23)c(OC)c1 (some centres not stated)	-2%	-3%	0%	-14%	-3%	15%	?	-23%	-7	·	-1%
CC(C)N(CCNC(=O)c1ccc(CS(=O)(=O)c2c(Cl)cccc2Cl)o1)Cc1ccccc1	0%	7%	16%	-3%	2%	-9%	-24%	-4%	-9	·	4%
O=c1cc(/C=C/c2cccs2)[nH]c2ccccc12	1%	-15%	15%	-6%	2%	33%	-2%	-66%	-13	-4%	?
CCC1=NC(c2ccc(OC)c(OC)c2)N(O)C1(C)C (configuration not stated)	3%	4%	-14%	-3%	-25%	16%	-9%	3%	-2	-6%	-6%
O=C1CC(c2ccco2)Cc2nc(NCC3CCCO3)ncc21 (configuration not stated)	-2%	-4%	-3%	0%	3%	32%	0%	4%	-13	15%	-1%
O=C(NCCCn1ccnc1)c1ccccc1F	-6%	0%	-1%	3%	4%	-9%	1%	-14%	-17	1%	-1%
C=CCOc1ccc(C2N3CC4(C)CN2CC(CCC)(C3)C4=O)cc1 (configuration not stated)	-1%	-6%	11%	-1%	-7%	4%	-10%	0%	-19	-1%	-1%
COc1cccc(CNC(=O)C23CN(Cc4ccccc4)CC2C(c2ccc([N+](=O)[O-])cc2)=NO3)c1 (configuration not stated)	0%	-3%	4%	-5%	-6%	35%	-14%	-13%	10	1%	-2%
COc1ccc2[nH]c(=O)c(CN(Cc3cccnc3)S(=O)(=O)c3ccccc3F)cc2c1	3%	0%	-4%	-10%	-3%	21%	-9%	-15%	-16	·	-1%
O=C(Nc1ccccc1C(=O)Nc1nncs1)c1ccccc1	-3%	-2%	0%	-8%	-6%	17%	·	-26%	11	-4%	21µM*
Cc1ccc(CN(CC(=O)NC2CCCC2)C(=O)CSc2nnc(COc3ccccc3)o2)cc1	-9%	-1%	-2%	7%	-15%	-4%	-13%	-1%	7	-22%	-2%
Cc1nc(NC(=O)c2ccccc2)sc1-c1csc(NCCc2ccccc2)n1	-4%	7%	11%	-9%	2%	-29%	?	-30%	10	-18%	?
c1ccc(CCNc2c3c(nc4ncnn24)CCC3)cc1	-2%	-7%	-7%	-3%	?	-39%	-4%	-70%	-3	25µM*	6%
CC(C)CC(=O)Nc1ccc(C(=O)COc2ccc(-c3nnco3)cc2)cc1	-4%	-7%	-3%	-3%	2%	18%	8%	41%	9	2%	-1%
CCCCn1nc(C(=O)N(C)CC(=O)Nc2cccc(F)c2)c2ccccc2c1=O	7%	-2%	-4%	-8%	·	·	·	-23%	19	·	1%
